Large T inhibition: SV40 large T antigen inhibitors, biochemical (AID 1903); inhibition, % at 20 µM; hits with a dose series show IC50 in µM; SV40 large T antigen ATPase/helicase inhibition assay; higher % means a stronger effect; 310,000 tested, 0.39% active; in the data active = a potency from the dose series; inconclusive = inhibition mostly from about 32% at the one dose, without a potency; inactive = the rest, 99 in 100 with inhibition below about 32%; also: strong numbers were not always called active
XIAP displacement: XIAP antagonists, biochemical, IAP family, fluorescence polarization (AID 1018). E3 ubiquitin-protein ligase XIAP (Homo sapiens). XIAP BIR domain, fluorescence polarization peptide displacement; higher % means a stronger effect. displacement, % at 20 µM, or IC50 in µM where a hit was titrated. 200,000 tested, 0.007% active; in the data active = displacement above about 50%; also: a part of the inactive calls stands beside numbers as strong as those of hits
HIV peptide binding: inhibitors of HIV fusion peptide binding, primary screen, biochemical, uHTS, fluorescence dequenching (AID 1986); cell-free peptide binding, fluorescence dequenching, 30 min; higher % means a stronger effect; one-dose inhibition, % at 20 µM; IC50 in µM for titrated hits; 290,000 tested, 0.3% active; in the data active = inhibition mostly above about 52%, no sharp cut-off; inactive = mostly below about 76%; also: some results filed as inactive read as strong as hits
SIAH1 antagonists: Siah-1 peptide-binding antagonists, primary screen, biochemical, fluorescence polarization, rhodamine-plectin, uHTS (AID 1817). Siah-1 / rhodamine-plectin peptide fluorescence polarization; higher % means a stronger effect. displacement, % at 20 µM, or IC50 in µM where a hit was titrated. 290,000 tested, 0.02% active;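 active = displacement of at least 50% at 20 µM, with a fluorescence ratio check between 0.3 and a set limit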;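 also: plate controls were Siah plus tracer with DMSO for no effect and tracer alone without Siah for full effect; strong numbers were not always called active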
LYP inhibition: inhibitors of LYP phosphatase, biochemical, fluorescence intensity, uHTS (AID 1779); Tyrosine-protein phosphatase non-receptor type 22 (Homo sapiens); recombinant LYP phosphatase, fluorescence intensity; higher % means a stronger effect; inhibition, % at 11.5 µM, or IC50 in µM where a hit was titrated; 290,000 tested, 0.054% active; in the data active = inhibition above about 50%;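 also: plate controls were vehicle with enzyme for no effect and no enzyme for full effect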
RSV antiviral HEp-2: RSV antiviral activity via CPE protection, HEp-2 cells, primary 10 µM value included (AID 2391). 310,000 tested, 0.13% active. HEp-2 cells, RSV-induced CPE inhibition; higher % means a stronger effect. CPE inhibition, % at 10 µM; hits with a dose series show IC50 in µM; in the data active = a potency from the dose series; inconclusive = CPE inhibition mostly from about 23% at the one dose, without a potency; inactive = the rest, 99 in 100 with CPE inhibition below about 21%; also: strong numbers were not always called active
AID2073: inhibitors of Mint1-CaV2.2 protein interaction, biochemical, HTRF (AID 2073). 290,000 tested, 0.19% active. inhibition, % at 20 µM, or IC50 in µM where a hit was titrated. HTRF protein-protein interaction, Mint1-CaV2.2; higher % means a stronger effect. Voltage-dependent N-type calcium channel subunit alpha-1B (Homo sapiens); in the data active = inhibition mostly above about 51%, no sharp cut-off; inconclusive = no clear call, values can overlap the other calls; inactive = mostly below about 53%; also: some results filed as inactive read as strong as hits
Rac1 GTP hydrolysis: MgcRacGAP GTPase-activating activity inhibitors, confirmation, biochemical, ADP Hunter fluorescence; MgcRacGAP-stimulated Rac1 GTP hydrolysis, ADP Hunter fluorescence; higher % means a stronger effect; GST-tagged Rac1 F28L mutant substrate; inhibition, % at 30 µM; hits with a dose series show IC50 in µM; 340,000 tested, 0.6% active; AID 624330, 2012;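 active = first-screen hits whose inhibition reached a set limit at any dose in the follow-up dose series; inconclusive = inhibition above the set first-screen limit but never retested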;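 also: fluorescence reports GDP produced by GAP-driven GTP hydrolysis; strong numbers were not always called active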
Dengue-2 NS5 capping: Dengue-2 NS5 methyltransferase inhibitors, primary screen, biochemical, confirmation dose response (AID 588689); Dengue-2 NS5 methyltransferase capping enzyme assay, biochemical; higher % means a stronger effect; inhibition, % at 25 µM, or IC50 in µM where a hit was titrated; 340,000 tested, 0.3% active; in the data active = a potency from the dose series; inconclusive = inhibition above about 29% without an active follow-up result
* marks the source's active call; other numbers are inactive results; ? = inconclusive; / = no result given.

Large T inhibition	XIAP displacement	HIV peptide binding	SIAH1 antagonists	LYP inhibition	RSV antiviral HEp-2	AID2073	Compound	Rac1 GTP hydrolysis	Dengue-2 NS5 capping
7%	-2.1%	-0.4%	-3%	9%	1.7%	-1%	O=C(CSc1nc2ccccc2o1)N1c2ccccc2Sc2ccc(C(F)(F)F)cc21	2%	-11%
2%	-5.9%	20%	6%	1%	7.9%	17%	Cc1ccnc(N=Cc2c(O)ccc3oc4c(c23)CCCC4)c1	/	/
1%	-4.8%	-1.5%	-6%	-5%	0.9%	-6%	O=C(NCc1ccc(F)cc1)C1CCCN(S(=O)(=O)c2cccnc2)C1 (stereo not drawn)	2%	4%
4%	/	1.1%	4%	-8%	0.7%	-3%	O=C(NCCN1CCOCC1)C(=O)c1c[nH]c2ccccc12	4%	-8%
6%	/	-2.0%	-11%	0%	-1.9%	8%	Cc1cc(C)c(C)c(S(=O)(=O)NCc2ccc(C(=O)N3CCN(C)CC3)cc2)c1C	4%	-3%
7%	/	/	/	/	?	/	O=c1[nH]c(Sc2ccc([N+](=O)[O-])cc2[N+](=O)[O-])nc2ccccc12	-12%	2%
13%	-7.6%	-0.7%	-1%	-2%	3.5%	6%	C=CCn1c(SCC(=O)Nc2sccc2C(N)=O)nc2sc(CC)cc2c1=O	14%	6%
9%	-9.7%	0.3%	-4%	3%	/	1%	COc1cccc(C(=O)NCC2CCCO2)c1 (stereo not drawn)	/	/

Continued (2 carried over from the part before).
Large T inhibition	XIAP displacement	HIV peptide binding	SIAH1 antagonists	LYP inhibition	RSV antiviral HEp-2	AID2073	Compound	Rac1 GTP hydrolysis	Dengue-2 NS5 capping
13%	-7.6%	-0.7%	-1%	-2%	3.5%	6%	C=CCn1c(SCC(=O)Nc2sccc2C(N)=O)nc2sc(CC)cc2c1=O	14%	6%
9%	-9.7%	0.3%	-4%	3%	/	1%	COc1cccc(C(=O)NCC2CCCO2)c1 (stereo not drawn)	/	/
27%	-12%	1.0%	-3%	-4%	1.4%	0%	COc1ccc(CN(C(=O)c2ccco2)c2ccccc2)cc1	-2%	2%
1%	/	14%	0%	-4%	1.6%	9%	O=C(c1ccc(O)cc1)c1ccc(C(=O)O)c(C(=O)O)c1	9%	8%
8%	-2.0%	1.2%	-2%	2%	2.4%	5%	Cc1ccc(N2C(=O)CC(N(CCc3ccccc3)C(=S)Nc3ccc(N(C)C)cc3)C2=O)cc1 (stereo not drawn)	9%	-9%
-11%	-0.7%	4.6%	-4%	4%	0.8%	0%	CCOC(=O)C1CCCN(S(=O)(=O)c2cc(OCC(=O)NC3CCCCC3)c(C)cc2Cl)C1 (stereo not drawn)	8%	-3%
6%	-3.8%	0.2%	2%	-8%	1.9%	-1%	O=C(Cc1ccc([N+](=O)[O-])cc1)N1CCc2ccccc2C1	12%	-2%
19%	-2.8%	-0.8%	-3%	-3%	0.2%	1%	CCOc1ccc(N2C(=O)CC(SCC(=O)O)C2=O)cc1 (stereo not drawn)	6%	-4%
20%	/	-0.1%	10%	4%	0.4%	-20%	Cc1csc(NC(=O)CSc2nnc(-c3ccoc3C)n2C(C)c2ccccc2)n1 (stereo not drawn)	12%	-2%
12%	/	-1.5%	-7%	-2%	1.5%	-18%	CCc1ccc(NC(=O)c2nc(S(=O)(=O)Cc3ccccc3)ncc2Cl)cc1	6%	-52%
12%	/	1.0%	1%	2%	2.2%	8%	CCOc1ccc(S(=O)(=O)N2CCC(C(=O)NCc3ccncc3)CC2)cc1Cl	5%	2%
12%	-4.2%	-1.4%	-7%	-5%	1.2%	-5%	CN(CC(=O)Nc1ccc(N2CCOCC2)cc1)CC(=O)Nc1ccccc1C#N	7%	-5%
11%	-3.1%	1.6%	-1%	5%	3.1%	17%	Cc1ccc(NC(=S)N(Cc2ccccc2)Cc2cccs2)c(C)c1	7%	-8%
4%	-5.7%	2.3%	0%	1%	-0.6%	4%	COc1cccc(OCCNC(=O)c2cccc(OC)c2)c1	4%	-5%
2%	/	-0.7%	-4%	-5%	-1.8%	10%	CCOC(=O)C1CCCN(C(=O)Cn2ncc3c([nH]c4ccc(C)cc43)c2=O)C1 (stereo not drawn)	6%	-4%
8%	-12%	11%	2%	3%	3.1%	-9%	Cc1oc(/C=N/NC(=O)CN(c2ccccc2Cl)S(C)(=O)=O)cc1Br	2%	-2%
10%	-4.4%	14%	4%	8%	0.7%	25%	O=C(CCN1C(=O)/C(=C/C=C/c2ccccc2)SC1=S)Nc1nc2ccccc2s1	-12%	10%
8%	-5.5%	0.3%	1%	-1%	0.7%	14%	Cc1ccc(C(=O)Cn2cnc3ccccc3c2=O)cc1	3%	-3%
-4%	-5.2%	-2.7%	4%	1%	0.2%	1%	CC(CCc1ccccc1)NC(=O)c1cc2sccc2n1C (stereo not drawn)	4%	-7%
0%	4.1%	2.4%	0%	-1%	0.6%	4%	O=C(COC(=O)[C@H](Cc1ccccc1)NC(=O)c1cccs1)Nc1ccccc1C(F)(F)F	5%	-3%
0%	-4.5%	1.9%	16%	-1%	-1.0%	7%	CCC(=O)c1ccc(OCc2ccc(C(=O)c3ccccc3)cc2)cc1	6%	0%
3%	-0.4%	-0.6%	2%	-5%	1.4%	-12%	CC(C)CCNC(=O)COC(=O)c1cc(Br)c(Br)s1	6%	2%
11%	/	/	/	/	4.0%	/	CCN1C(=O)[C@H]2[C@@H](c3ccc(-c4ccc5c(c4)OCO5)c(OC)c3)N[C@@](CC(C)C)(C(=O)OC)[C@H]2C1=O	4%	0%
24%	-2.3%	-2.4%	2%	-4%	0.0%	-2%	Cc1[nH]c2ccccc2c1Cc1n[nH]c(=S)o1	5%	-4%
9%	/	7.5%	-2%	6%	14%	15%	O=S(=O)(c1ccc2[nH]c3c(c2c1)CCCC3)N1CCCCC1	14%	-5%
5%	/	-1.3%	-1%	-1%	2.0%	12%	COc1ccc(C)cc1NC(=O)c1ccc(NS(=O)(=O)c2cccc3cccnc23)cc1	2%	2%
17%	/	7.1%	-4%	-2%	1.0%	-35%	COC(=O)/C=C1/SC(=NC(=O)c2ccc(F)cc2)NC1=O	/	/
9%	-11%	-1.3%	6%	0%	0.6%	6%	Cc1cc(Cl)ccc1NC(=S)N(CCCN1CCOCC1)Cc1cccs1	2%	-4%
-6%	-4.2%	1.6%	-3%	5%	7.4%	15%	CCC(=O)Nc1c(S(=O)(=O)c2ccc(C)cc2)c2nc3ccccc3nc2n1C(C)c1ccccc1 (stereo not drawn)	7%	-5%
0%	-4.1%	-2.6%	6%	-3%	0.8%	-3%	CC1CCCCC1N=CC1=C(O)CC(C)(C)CC1=O (stereo not drawn)	3%	-6%
14%	-4.2%	3.5%	5%	-4%	1.1%	16%	CCN(CC)c1ccc(C(=O)N/N=C/c2ccc(N3CCOCC3)cc2)cc1	10%	-9%
10%	/	1.6%	1%	1%	-0.2%	5%	COc1cc(OC)cc(C(=O)NCC2CCCN(Cc3ccc(SC)cc3)C2)c1 (stereo not drawn)	12%	-7%
-1%	/	-0.4%	-4%	-9%	0.7%	4%	COc1ccc(CCNC(=O)c2cccs2)cc1	2%	4%
4%	3.5%	-2.8%	-2%	-9%	2.3%	-5%	CCOc1ccc(C2CC(c3ccc(OC)c(OC)c3)n3nc(N)nc3N2)cc1 (stereo not drawn)	4%	7%
7%	/	0.6%	-4%	-3%	0.1%	-12%	CC(C)c1ccc(OCC(=O)NC2CCCC2)cc1	11%	-10%
2%	-4.7%	1.0%	1%	-3%	0.2%	0%	N/C(=N\OC(=O)/C=C/c1ccccc1)c1ccc(Br)cc1	12%	-1%
16%	-2.7%	2.0%	0%	-8%	1.8%	-1%	COc1ccccc1CNC(=O)CCS(=O)(=O)c1ccc2c(c1)CCCN2C(C)=O	2%	-1%
28%	/	5.3%	-4%	-5%	-2.5%	7%	CSc1nnc(NC(=O)c2nc(S(=O)(=O)Cc3ccc(C)cc3)ncc2Cl)s1	10%	41µM*
5%	-6.8%	0.7%	2%	-9%	-0.9%	6%	C[C@H]1CN=C2N(CCNC(=O)CCC3CCCCC3)[C@H](Cc3ccc(O)cc3)CN21	2%	-6%
4%	-2.9%	-3.1%	4%	2%	1.7%	5%	Cc1cc(SCc2ccccc2)nc(=O)[nH]1	3%	-8%
5%	-0.7%	-0.6%	2%	-6%	-0.1%	3%	CCOc1ccc(C(=O)Cc2cc(OC)c(OC)cc2[N+](=O)[O-])cc1	2%	-1%
8%	-3.8%	2.7%	-4%	-8%	-0.1%	-3%	Cn1c(CN2CCCC2)nc2cc(NC(=O)C3CCCCC3)ccc21	8%	-1%
15%	-3.0%	3.2%	6%	-7%	-0.1%	?	COc1cccc(/C=C2\SC(=N)N(c3ccc(F)cc3)C2=O)c1	9%	-2%
3%	-2.3%	6.5%	4%	2%	5.2%	33%	CC(=O)NC(c1ccc(C)cc1)c1cc([N+](=O)[O-])c2cccnc2c1O (stereo not drawn)	10%	0%
0%	-1.2%	-0.6%	3%	-8%	1.1%	-2%	COC(=O)c1c(NC(=O)CCCC(=O)O)sc(C)c1C	14%	2%
1%	/	0.6%	2%	-8%	-0.4%	2%	CC(=O)Nc1ccccc1NC(=O)C/C(C)=N/NC(=O)Cc1cccc2ccccc12	5%	-11%
1%	-6.5%	-0.9%	-6%	-8%	1.9%	24%	C=CCNC(=O)CN1CCC(n2c(C)nc3cc(C(F)(F)F)ccc32)CC1	6%	-3%
18%	/	-0.3%	0%	-5%	3.6%	-16%	CCOC(=O)CNC(=S)N(Cc1ccco1)Cc1ccccc1Cl	18%	-4%
-3%	-4.4%	0.6%	7%	4%	4.5%	-8%	Nc1c2c(nc3ccccc13)N(C1CCCCC1)CC2	32%	-2%
6%	/	2.3%	6%	-8%	1.5%	1%	Clc1ccc(C(CCN2CCCC2)Cc2ccccc2)cc1 (stereo not drawn)	26%	0%
5%	/	-0.1%	11%	-5%	0.6%	4%	COc1ccc(OCC(=O)Nc2ccc(S(=O)(=O)N3CCCCC3)cc2)cc1	4%	-5%
17%	/	1.1%	0%	-2%	17%	-3%	Cc1ccc(CCNS(=O)(=O)c2ccc3c(c2)N(C)CCO3)cc1	6%	-8%
